EPAC2 ag – activates human EPAC2 exchange factor | Potency, µM (top dose mostly 154 µM), for the others: top-dose activation, hits mostly activators | Q8WZA2 | 360,000 tested, 0.079% active | AID 720711 | EPAC2 activation, biochemical qHTS; response scale: 100% = 6.5 mM cAMP response; further: potency means the concentration at half of the fitted maximal effect; nearly all actives have a fitted effect of over 50% in size
Target sequence (Q8WZA2 whole entry, looked up): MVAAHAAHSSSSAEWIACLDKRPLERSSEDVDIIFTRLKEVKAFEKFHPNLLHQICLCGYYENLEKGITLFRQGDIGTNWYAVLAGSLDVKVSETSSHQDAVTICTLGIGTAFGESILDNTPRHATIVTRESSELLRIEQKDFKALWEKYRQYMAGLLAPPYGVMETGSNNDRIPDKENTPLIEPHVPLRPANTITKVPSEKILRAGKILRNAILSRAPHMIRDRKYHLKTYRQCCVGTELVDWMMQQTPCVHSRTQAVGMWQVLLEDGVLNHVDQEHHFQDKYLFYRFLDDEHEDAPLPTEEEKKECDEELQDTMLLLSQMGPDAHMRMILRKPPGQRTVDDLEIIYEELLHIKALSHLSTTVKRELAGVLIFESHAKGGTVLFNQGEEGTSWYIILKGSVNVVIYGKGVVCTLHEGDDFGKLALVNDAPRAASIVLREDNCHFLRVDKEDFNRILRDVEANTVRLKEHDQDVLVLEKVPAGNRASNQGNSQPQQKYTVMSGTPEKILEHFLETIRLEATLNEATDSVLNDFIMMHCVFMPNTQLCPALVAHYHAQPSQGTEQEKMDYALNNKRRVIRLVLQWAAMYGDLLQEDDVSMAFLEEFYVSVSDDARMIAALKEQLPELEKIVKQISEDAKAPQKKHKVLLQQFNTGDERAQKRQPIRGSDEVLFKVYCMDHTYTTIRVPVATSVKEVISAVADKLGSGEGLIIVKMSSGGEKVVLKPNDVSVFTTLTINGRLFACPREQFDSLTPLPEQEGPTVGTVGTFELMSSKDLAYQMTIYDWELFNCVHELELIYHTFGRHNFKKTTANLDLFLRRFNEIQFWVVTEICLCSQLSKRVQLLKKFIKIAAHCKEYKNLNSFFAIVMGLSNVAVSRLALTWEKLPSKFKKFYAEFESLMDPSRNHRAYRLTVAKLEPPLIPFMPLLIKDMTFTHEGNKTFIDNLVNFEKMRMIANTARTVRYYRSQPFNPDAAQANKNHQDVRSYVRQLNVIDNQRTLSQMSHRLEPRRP
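Setup: EPAC2 100 nM, labeled Rap1B complex 250 nM, free GDP 50 uM. Compound titrations pinned in, brief spin, 5 min room temperature incubation. Kinetic fluorescence read over 30 min, normalized to 6.5 mM cAMP.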
FUS suppressor – FUS proteinopathy suppression in yeast | Potency, µM (highest dose often 76.6 µM), inactives show at the highest dose growth rescue (activation), most hits filed as activators | S. cerevisiae FUS-expressing, growth rescue, OD600, 24 h | AID 1347120 | 390,000 tested, 0.24% active;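 further: potency means the concentration at half of the fitted maximal effect; plate controls were DMSO vehicle for no effect and reference control for full effect; nearly all actives have a fitted effect of over 55% in size; some results filed as inactive show a strong effect at the top dose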
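Galactose (2%) drives FUS expression in yeast precultured in raffinose; seeding density OD 0.005. Test compounds incubated 24hr at 30C and 99% humidity before absorbance at 600 nm was measured.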
EPAC2 antagonist – blocks human EPAC2 exchange factor; EPAC2 GEF exchange of Rap1B-BODIPY-GDP, fluorescence; Potency, µM (series often up to 114 µM), inactives show at the top dose activity, negative = inhibition, usual class: inhibitors; 360,000 tested, 0.18% active; further: potency means the concentration at half of the fitted maximal effect; on the % scale 0 is the no-effect control and ±100 the full control effect; nearly all actives have a fitted effect of over 45% in size; many of its hits are not listed in these tables
DRD3 antagonist – antagonists of human D3 dopamine receptor; max response, negative = inhibition, %; 360,000 tested, 2.5% active; D3R cells, DiscoveRx beta-arrestin luminescence, antagonist mode; stronger effect = lower value; in the data active means max response below about -50%; inconclusive means no clear call, values can overlap the other calls; further: on the % scale 0 is the no-effect control and ±100 the full control effect; mostly tested at two doses, the higher about 12 µM
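Cells plated overnight at 1500 cells/well, then exposed to library compounds with dopamine controls for 90 minutes at 37 degrees C. DiscoveRx reagent added for 30–60 minutes at room temperature; luminescence read, quantitative HTS format.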
aSyn yeast inh – alpha-synuclein toxicity inhibition in yeast | Potency, µM (top dose mostly 46.1 µM), inactives show top-dose growth rescue (activation), most hits filed as activators | Yeast expressing alpha-synuclein, growth rescue, BacTiter-Glo, 24 h | 370,000 tested, 0.14% active; further: potency means the concentration at half of the fitted maximal effect; % of control where 0% means no effect; nearly all actives have a fitted effect of over 65% in size
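Readout is rescue of growth in alpha-synuclein-expressing yeast, so inhibitors of toxicity appear as activators. Growth after 24 hr at 30 deg C in galactose medium is quantified by luminescence.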
TDP-43 yeast inh – rescues yeast growth from TDP-43 toxicity; Potency, µM (series often up to 46.1 µM), for inactives: top-dose growth rescue (activation), most hits filed as activators; AID 652104; 410,000 tested, 1.8% active; TDP-43 expressing yeast growth rescue, BacTiter-Glo, 24 h; further: potency means the concentration at half of the fitted maximal effect; % of control where 0% means no effect; nearly all actives have a fitted effect of over 50% in size
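Yeast expressing TDP-43 (pregrown in raffinose, seeded at OD600=0.02 in galactose medium) exposed to compounds 24 hr at 30 deg C. Growth read by BacTiter-Glo luminescence; rescue of toxicity appears as increased signal.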
DRD3 agonist – D3 dopamine receptor (human) agonism | P35462 | D3R DiscoveRx beta-arrestin cells, luminescence, 90 min | max activation, % | 410,000 tested, 0.58% active; in the data active means max activation above about 30%; further: 0% is about no effect; mostly tested at two doses, the higher about 12 µM
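Cells at 1500/well, incubated overnight, then treated with pinned compounds (dopamine as control) for 90 min at 37 degrees C. DiscoveRx reagent added for 30 - 60 minutes at room temperature; luminescence read.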
Abeta yeast res – compounds reversing amyloid beta toxicity in yeast | yeast expressing A-beta42, growth rescue, OD600, 48 h; response scale: 0% DMSO, 100% iron-clioquinol control | Potency, µM (top dose mostly 46.1 µM), inactives show top-dose growth rescue, hits mostly activators | 410,000 tested, 0.063% active | AID 1347071; further: potency means the concentration at half of the fitted maximal effect; nearly all actives have a fitted effect of over 55% in size
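Yeast A-beta toxicity model in growth medium with pinned compounds, 48 h at 30 C; growth read as absorbance at 600 nm. Normalized to FeCl3/clioquinol equimolar mix (positive) and DMSO (negative).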
* marks the source's active call; other numbers are inactive results; ? = inconclusive; · = not tested or not shown; [ ] = dose if it differs, or a comment. Unless noted, the call rests on the fitted dose curve; in most records, active means well fitted curve in the direction sought with a large enough effect; inconclusive means small, poorly fitted or top-dose-only effect, or another doubt; inactive means no such curve, though single readings can be large; an effect the other way counts as inactive or inconclusive. An excerpt; count on the stated rates, not on these rows.

SMILES	EPAC2 ag	FUS suppressor	EPAC2 antagonist	DRD3 antagonist	aSyn yeast inh	TDP-43 yeast inh	DRD3 agonist	Abeta yeast res
CCCC(c1nnnn1C1CCCC1)N1CCN(c2ccccc2F)CC1 (stereo not given)	8%	8%	2%	-19	-13%	-31%[inhibitor]	-8	-20%
COc1ccccc1NC(=O)Cc1noc(CSc2cccc[n+]2[O-])n1	1%	-1%	10%	11	8%	?	3	19%
CC(Nc1c([N+](=O)[O-])c(=O)oc2ccccc12)c1ccccc1 (stereo not given)	0%	-2%	-7%	15	-16%	?	-6	15%
CC1(C)CC(=O)c2cnc(NC(=O)CSC(=S)N3CCCCC3)nc2C1	2%	2%	3%	9	0%	5%	5	1%
CCc1cc2c(=O)n(Cc3ccco3)c(SCC(=O)NC3CCS(=O)(=O)C3)nc2s1 (stereo not given)	-2%	12%	6%	-7	1%	-8%	4	3%
CC1CCN(C(=O)C2CCN(S(=O)(=O)c3cc(Cl)ccc3Cl)CC2)CC1	6%	11%	-4%	4	3%	13µM*	1	?
N#C/C(=C/c1ccco1)c1nc2ccccc2s1	-16%	·	14%	-16	4%	9%	-10	-7%
COc1ccc(CNC(=O)CCCN2C(=O)CSc3c2c(C)nn3-c2ccccc2)c(OC)c1	·	31%	·	·	·	?	-9	-15%
O=C(NC(=S)Nc1nc(-c2ccccc2)cs1)c1cccs1	10%	19%	3%	-11	-2%	19%	7	-8%
C[C@@H]1CN([C@H](C)CO)C(=O)c2cc(Br)cnc2O[C@@H]1CN(C)C(=O)CC1CC1	-6%	-31%	-3%	15	4%	21%	2	13%
Cc1ccc(-c2cc(NC(=O)c3ccccc3)on2)cc1	6%	7%	6%	20	3%	-1%	4	-13%
Cc1c(C(=O)N2CCCC(C)(C(=O)NS(=O)(=O)C3CC3)C2)oc2ccccc12 (stereo not given)	10%	-13%	6%	0	?	7%	-2	-9%
Cc1ccc(Nc2cc(-n3nc(C)cc3C)ncn2)cc1	0%	0%	-2%	26	-8%	?	-2	-9%
Cc1cc(C)c(C(=O)COC(=O)c2ccc(NC(=O)CC#N)cc2)cc1C	1%	?	-8%	6	13%	11%	7	0%
CC1CCCN(c2nc3ccsc3c(=O)s2)C1 (stereo not given)	4%	8%	-1%	13	2%	5%	-3	-10%
Cc1ccc(C(=O)NCc2ccc(Cl)cc2)o1	2%	-11%	6%	27	1%	0%	-1	6%
Cc1csc(NC(=O)CSc2ccc([N+](=O)[O-])cn2)n1	7%	1%	3%	5	3%	13µM*	8	31%
Cc1ccc(O)c(-c2cc(-c3ccccc3[N+](=O)[O-])[nH]n2)c1	8%	·	-16%	-15	22µM*	?	0	-33%[inhibitor]
COc1c(C)cc(C(=O)C2CCCN(C(=O)CCCn3cncn3)C2)cc1C (stereo not given)	2%	-33%	-1%	-7	0%	-12%	-2	-9%
COc1cccc(N2CCN(C(=O)c3ccc(CS(=O)c4ccccc4C)o3)CC2)c1 (stereo not given)	-11%	18%	-4%	-13	8%	-12%	-14	-1%
Cc1nc2sc(C(c3ccc(Cl)cc3)N3CCN(C(=O)c4ccco4)CC3)c(O)n2n1 (stereo not given)	-14%	29%	-1%	5	6%	-6%	0	6%
O=Cc1c(OCc2ccccc2)ccc2ccccc12	18%	7%	-11%	-3	-12%	-42%[inhibitor]	-10	-20%
O=C(COc1ccc(Cl)cc1)Nc1ccccc1CO	5%	-8%	-7%	-4	-1%	?	4	13%
COCC(=O)N1CCC(Oc2ccc(C(=O)NC(C)c3csc(C)n3)cc2)CC1 (stereo not given)	1%	-12%	-5%	1	7%	-5%	-7	1%
CNc1cncc(-c2cccnc2)n1	2%	-21%	2%	8	0%	19%	2	-10%
CSc1ccc(CCNC(=O)C2CCN(c3nc4ccccc4nc3C(F)(F)F)CC2)cc1	·	0%	·	·	·	11%	-8	-8%
CCOC(=O)C(=CNc1nc(-c2ccccc2)c(C(=O)Nc2ccc(-c3ccccc3)cc2)s1)C(=O)OCC	5%	-2%	5%	101	-7%	9%	27	-6%
C/C(=N/NC(=O)c1ccccc1)C(=O)O	-1%	3%	11%	4	-1%	7%[9.22 µM]	6	-4%
CCc1ccc(-c2nc(SCC(=O)NCCOC)c(-c3ccc(C)cc3)[nH]2)cc1	·	-11%	·	·	·	14%	-25	-15%
CCc1cccc2c(-c3ccccc3)nc(SCC(=O)Nc3ccccc3)nc12	·	1%	·	·	·	3%	-3	-22%
FC(F)(F)c1cccc(Cn2cnc(NC(=S)NCCc3ccccc3)n2)c1	-4%	-30%	-3%	31	6%	17%	10	-7%
CCOCCn1ccc2c(OCC(=O)NCc3ccc(C)cc3)cccc2c1=O	·	11%	·	·	·	20%	-1	-15%
C=CCn1cc(C(=O)N2CCN(C)CC2)c(=O)c2cc(S(=O)(=O)N(CC)CC)ccc21	5%	19%	13%	14	-3%	-13%	2	-3%
COc1ccc2c(c1)CC(C(=O)Nc1ccc(Br)c(C)c1)CO2 (stereo not given)	·	-18%	·	·	·	20%[9.22 µM]	1	-5%
Cc1ccc(S(=O)(=O)N2CCC[C@H]2C(=O)Nc2ccc(F)cc2C)cc1	7%	7%	3%	-5	-1%	8%	-20	2%
COc1ccc(-c2noc(-c3ccc(N4CCN(C)CC4)c([N+](=O)[O-])c3)n2)cc1OC	·	17%	·	·	·	12%	-2	-9%
COc1ccc(CCn2c(NN=C(C)C)nc3c2c(=O)[nH]c(=O)n3C)cc1	0%	12%	8%	?	-4%	6%	2	-10%
O=c1c2c(O)cc(O)cc2oc2c(O)ccc(O[C@H]3O[C@@H](CO)[C@H](O)[C@@H](O)[C@@H]3O)c12	2%	-14%	7%	?	-3%	1%	-6	-11%
CCOc1ccc(NC(=O)CN2C(=O)CC(C)Sc3ccccc32)cc1 (stereo not given)	·	18%	·	·	3%	?	6	-9%
COc1ccccc1S(=O)(=O)Cc1ccc(C(=O)N2CCOCC2)o1	6%	-19%	10%	0	2%	23%	2	7%

Retrieved one by one from the entries so far:
SMILES	EPAC2 ag	FUS suppressor	EPAC2 antagonist	DRD3 antagonist	aSyn yeast inh	TDP-43 yeast inh	DRD3 agonist	Abeta yeast res
CCCC(c1nnnn1C1CCCC1)N1CCN(c2ccccc2F)CC1 (stereo not given)	8%	8%	2%	-19	-13%	-31%[inhibitor]	-8	-20%
CCOc1ccc(NC(=O)CN2C(=O)CC(C)Sc3ccccc32)cc1 (stereo not given)	·	18%	·	·	3%	?	6	-9%
O=c1c2c(O)cc(O)cc2oc2c(O)ccc(O[C@H]3O[C@@H](CO)[C@H](O)[C@@H](O)[C@@H]3O)c12	2%	-14%	7%	?	-3%	1%	-6	-11%

Continued:
SMILES	EPAC2 ag	FUS suppressor	EPAC2 antagonist	DRD3 antagonist	aSyn yeast inh	TDP-43 yeast inh	DRD3 agonist	Abeta yeast res
COc1ccc(NC(=O)CSc2nnc(-c3ccoc3C)n2CCc2ccccc2)cc1	-9%	32%	-4%	-13	2%	26%	1	12%
CCC(CC)c1nc(NCCC(=O)O)c2ccccc2n1	2%	-10%	-4%	-11	19%	-6%	8	8%
Oc1cccnc1CN1CCOCC1	1%	-12%	5%	-2	9%	13%	3	6%
CC1(C)C=Cc2c(c3c(c4c(=O)c(-c5ccc(O)cc5)coc24)OC(C)(C)CC3)O1	12%	-5%	-21%	72	1%	?	0	-9%
CCOC(=O)c1sc(NC(=O)c2ccccc2F)c(C(N)=O)c1C	0%	18%	1%	3	-4%	10%	2	7%
COc1ccc(NC(=O)CC2C(=O)N(CCc3ccccc3)C(=S)N2Cc2cccnc2)cc1 (stereo not given)	3%	?	-9%	14	6%	-14%	10	?
Brc1ccc(-c2nc3ccccn3c2Nc2ccc3c(c2)OCCO3)o1	·	28%	·	·	·	-4%	-11	-5%
COc1ccc(Cl)cc1C(=O)NNC(=O)c1cccc(S(=O)(=O)N(C)C)c1	9%	40%	-1%	-4	-3%	5%	-16	0%
CCOc1ccccc1NC(=O)c1cc2ccc3cccnc3c2[nH]1	·	1%	·	·	·	17%	-7	-11%
Cc1nn(C)c(C)c1CN(C)C(=O)c1cc2nc(-c3ccco3)cc(C(F)(F)F)n2n1	-4%	20%	0%[57.1 µM]	0	1%	-2%	-12	-9%
CN(CC(=O)Nc1c(Cl)cccc1Cl)CC(=O)N1CCc2ccccc21	6%	-5%	11%	19	0%	10%	0	-8%
Cc1cc(Cl)ccc1OCC(=O)N/N=C1\CCCc2ccccc21	3%	13%	-4%	-3	4%	2%	0	13%
COc1ccc(S(=O)(=O)Nc2cccc(-c3ccc(N4CCC(C)CC4)nn3)c2)cc1OC	·	2%	·	·	·	-20%	-6	-15%
CC(C)c1ccc(NC(=O)CN2C(=O)NC(C)(C3CC3)C2=O)cc1 (stereo not given)	0%	·	-4%	1	-1%	0%	8	9%
COc1cccc(CNC(=O)Cc2c(C(=O)O)[nH]c3ccccc23)c1	3%	18%	9%	-11	-2%	-18%	-20	-7%
COc1ccnc(-n2cccc2C=O)c1C#N	13%	22%	-1%	-14	0%	16%[9.22 µM]	-8	-6%
O=c1[nH]c(CSc2ccccn2)nc2ccccc12	4%	-1%	5%	-3	0%	-6%	11	-13%
COc1ccccc1NC(=O)C1Cc2ccccc2CN1C(=O)c1ccco1 (stereo not given)	0%	41%	-1%	-13	-1%	-5%	-3	-17%
CCCCn1c(N)c(N(CCOC)C(=O)CSc2nnc(-c3ccco3)n2CC)c(=O)[nH]c1=O	2%	-15%	4%	14	-3%	-11%	2	-16%
O=C(NCC(O)c1ccc([N+](=O)[O-])cc1)C(c1ccccc1)c1ccccc1 (stereo not given)	4%	12%	-17%	-2	1%	5%	2	23%
COc1ccc(C(=O)N2CCN(c3c(C)cccc3C)CC2)cc1OC	12%	22%	0%	6	14%	3%	-1	-10%
CCCS(=O)(=O)NC(=O)C1(C)CCN(C(=O)c2c(C)noc2C)C1 (stereo not given)	6%	-16%	4%	34	3%	12%	10	-14%
CC(NC(=O)c1ccc2c(=O)n3c(nc2c1)CCC3)c1ccc(S(N)(=O)=O)cc1 (stereo not given)	0%	15%	17%	17	7%	15%	0	8%
Cc1c(NC(=O)C(C)Sc2nc3ccccc3c(=O)n2CCO)c(=O)n(-c2ccccc2)n1C (stereo not given)	-12%	6%	8%	17	-2%	16%	3	16%
Cc1ccc(S(=O)(=O)N2CCC(C(=O)NNC(=O)c3ccccc3)CC2)cc1	8%	-22%	-11%	?	-1%	14%	-11	7%

Screens deposited in PubChem by National Center for Advancing Translational Sciences (NCATS).
